Compound activity deposited in PubChem by National Center for Advancing Translational Sciences (NCATS).
USP1-UAF1 inh: Inhibitors of USP1/UAF1: Primary Screen; Ubiquitin carboxyl-terminal hydrolase 1 (Homo sapiens), O94782; recombinant USP1/UAF1, Ub-Rhodamine cleavage fluorescence; Potency, µM (titrated, usually from 57.1 µM), for inactives: at the top dose activity change, negative = inhibition, usual class: inhibitors; 0.23% of 390,000 active; AID 743255, 2014; further: potency means the concentration at half of the fitted maximal effect; on the % scale 0 is the no-effect control and ±100 the full control effect; nearly all actives have a fitted effect of over 60% in size; inactives centre near -12
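USP1/UAF1 complex at 1 nM was preincubated with compound for 15 min at room temperature, then Ub-Rho substrate (150nM final) was added. Fluorescence (480/540 nm) was read kinetically, 6 reads every 60 seconds.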
D2 antagonist: HTS Assay for Allosteric Antagonists of the Human D2 Dopamine Receptor: Primary Screen for Antagonists | 2% of 340,000 active | inhibition, % at 10 µM | D(2) dopamine receptor (Homo sapiens), P14416 | HEK293 TREx D2 cells, calcium flux, dopamine EC80; in the data active means inhibition above about 30%; further: 0% is about no effect
Target sequence (P14416 whole entry, looked up): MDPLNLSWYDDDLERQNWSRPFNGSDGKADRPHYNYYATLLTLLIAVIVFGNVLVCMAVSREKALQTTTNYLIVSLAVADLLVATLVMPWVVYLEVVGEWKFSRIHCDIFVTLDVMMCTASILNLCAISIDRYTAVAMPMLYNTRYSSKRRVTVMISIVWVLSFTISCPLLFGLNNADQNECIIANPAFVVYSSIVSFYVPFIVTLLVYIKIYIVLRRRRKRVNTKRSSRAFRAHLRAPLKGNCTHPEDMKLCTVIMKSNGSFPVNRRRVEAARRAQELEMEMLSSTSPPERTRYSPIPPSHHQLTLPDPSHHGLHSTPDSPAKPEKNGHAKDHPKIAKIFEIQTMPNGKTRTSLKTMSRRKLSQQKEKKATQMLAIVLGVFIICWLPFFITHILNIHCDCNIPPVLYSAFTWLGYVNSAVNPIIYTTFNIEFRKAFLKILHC
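HEK293 T-REx D2 cells, tet-induced, calcium dye no-wash. Cpd pintool add, 180 s kinetic, then EC80 DA, 180 s kinetic. Ca flux read.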
TrxR1 substrate: qHTS Assay for Substrates of Mammalian Selenoprotein Thioredoxin Reductase 1 (TrxR1): qHTS | 0.01% of 390,000 active | Potency, µM (doses to about 114 µM), for inactives: top-dose activity change, negative = substrate turnover | purified TrxR1 substrate turnover, NADPH consumption readout | AID 588456, 2011 | Thioredoxin reductase 1, cytoplasmic (Rattus norvegicus), O89049; further: potency means the concentration at half of the fitted maximal effect; on the % scale 0 is the no-effect control and ±100 the full control effect; nearly all actives have a fitted effect of over 50% in size
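Rat TrxR1, dispensed at 90 nM, was prereduced with 400 uM NADPH (final) for 5 min at ~22 deg C, then incubated with compound 15 min before 400 uM selenite. A first-read NADPH fluorescence drop versus no-compound background flagged substrates.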
TrxR1 inh: qHTS Assay for Inhibitors of Mammalian Selenoprotein Thioredoxin Reductase 1 (TrxR1): qHTS. 1% of 390,000 active. Potency, µM (doses to about 114 µM), without a hit: at the top dose activity change, negative = inhibition, usual class: inhibitors. Thioredoxin reductase 1, cytoplasmic (Rattus norvegicus), O89049. recombinant rTrxR1, NADPH fluorescence consumption, selenite substrate. AID 588453, 2011; further: potency means the concentration at half of the fitted maximal effect; on the % scale 0 is the no-effect control and ±100 the full control effect; nearly all actives have a fitted effect of over 65% in size
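Rat TrxR1 (90 nM in the dispensed reagent) was pre-reduced with 400 uM NADPH for 5 min at room temperature, then incubated with compound for 15 min. After 400 uM selenite was added, NADPH fluorescence (Ex 340/Em 450 nm) was followed for 8 min.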
D2 agonist: HTS Assay for Allosteric Agonists of the Human D2 Dopamine Receptor: Primary Screen for Agonists; AID 485358, 2010; 0.53% of 340,000 active; D(2) dopamine receptor (Homo sapiens), P14416; HEK293 T-REx D2 cells, calcium flux agonist mode; activation, % at 2 µM;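 active means activation over 3 SD above normal in the single-dose calcium agonist read, cut at about 30% in these data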; further: 0% is about no effect
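Agonism scored from kinetic calcium signal (1 read/sec, 180 s) following compound pin transfer, after a 10 s baseline. Cells: HEK293 Trex line expressing inducible D2 receptor coupled to calcium, dye-loaded after overnight culture at 30 C.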
mIDH1 inhibitor: qHTS for Inhibitors of mutant isocitrate dehydrogenase 1 (IDH1): qHTS; Isocitrate dehydrogenase [NADP] cytoplasmic (Homo sapiens), O75874; IDH1-R132H enzyme, NADPH consumption, diaphorase/resazurin fluorescence; Potency, µM (series often up to 76.6 µM), without a hit: at the highest dose activity change, negative = inhibition, actives largely listed as inhibitors; 0.093% of 390,000 active; AID 602179, 2012; further: potency means the concentration at half of the fitted maximal effect; on the % scale 0 is the no-effect control and ±100 the full control effect; nearly all actives have a fitted effect of over 65% in size
Target sequence (O75874 whole entry R132H, stated change not applied): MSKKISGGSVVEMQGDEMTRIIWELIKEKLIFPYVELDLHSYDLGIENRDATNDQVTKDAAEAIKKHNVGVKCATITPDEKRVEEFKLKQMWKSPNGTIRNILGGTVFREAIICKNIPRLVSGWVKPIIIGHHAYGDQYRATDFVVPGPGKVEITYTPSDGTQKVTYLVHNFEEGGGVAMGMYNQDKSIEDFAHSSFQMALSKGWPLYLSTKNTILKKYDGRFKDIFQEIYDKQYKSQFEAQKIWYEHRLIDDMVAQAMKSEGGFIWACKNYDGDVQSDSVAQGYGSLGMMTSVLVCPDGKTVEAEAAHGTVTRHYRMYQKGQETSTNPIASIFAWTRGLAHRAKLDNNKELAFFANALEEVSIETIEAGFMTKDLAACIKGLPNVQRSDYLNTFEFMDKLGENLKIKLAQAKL
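IDH1-R132H (0.5 ug/mL) preincubated 30 min with compound, then NADPH (0.016 mM) and alpha-KG (2 mM) added; 80 min at RT, pH 7.5. Remaining NADPH coupled via diaphorase/resazurin to fluorescence (540/590 nm); concentration-response curves normalized to no-enzyme control.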
Pin1 inh: qHTS Assay to Find Inhibitors of Pin1. Peptidyl-prolyl cis-trans isomerase NIMA-interacting 1 (Homo sapiens), Q13526. Pin1 FP peptide displacement, HiFluor488, 10 min. Potency, µM (series often up to 115 µM), for inactives: at the highest dose activity, negative = inhibition, hits mostly inhibitors. 0.009% of 390,000 active; active means well fitted inhibition curve with a large enough effect in the polarisation, with a control signal flat, not every such curve was filed as active; inconclusive means small, poorly fitted or top-dose-only effect, or effect the other way, or a change in a side signal; inactive means no such curve, though single readings can be large or run the other way; the % refers to the polarisation; further: potency means the concentration at half of the fitted maximal effect; on the % scale 0 is the no-effect control and ±100 the full control effect
Target sequence (Q13526 whole entry, looked up): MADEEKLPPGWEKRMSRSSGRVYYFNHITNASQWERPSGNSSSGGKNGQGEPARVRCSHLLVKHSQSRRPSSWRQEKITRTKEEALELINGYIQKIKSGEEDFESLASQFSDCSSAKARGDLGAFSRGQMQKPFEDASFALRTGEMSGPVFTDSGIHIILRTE
TRHR PAM: qHTS for Small Molecule Agonists and Allosteric Enhancers of Human TRH Receptor: Primary Screen for Enhancers. enhancement, % at 2 µM. TRHR cells, fluo-8 calcium fluorescence, EC20 TRH enhancement. 0.66% of 360,000 active. Thyrotropin-releasing hormone receptor (Homo sapiens), P34981. AID 493056, 2011; in the data active means enhancement above about 30%; further: 0% is about no effect
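Enhancer read-out: after compound pinning and an initial kinetic agonist-mode read, an EC20 of TRH (10 nM final) was injected and fluo-8 calcium signal (Ex 480/Em 530) followed at 1 s/cycle for 100 cycles in TRHR-expressing cells.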
TRHR agonist: qHTS for Small Molecule Agonists and Allosteric Enhancers of Human TRH Receptor: Primary Screen for Agonists. Thyrotropin-releasing hormone receptor (Homo sapiens), P34981. TRHR cells, calcium flux fluo-8, FDSS agonist mode. activation, % at 2 µM. 0.18% of 360,000 active; in the data active means activation above about 30%; further: 0% is about no effect
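In this calcium-flux screen, cells bearing human TRHR are dye-loaded with fluo-8, baselined for 10 cycles, then exposed to library compounds; positive kinetic calcium responses during the agonist phase mark hits, with TRH as control.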
Active calls of the source: *; ? = inconclusive; . = no result given; [ ] = remark or other dose. Unless noted, the call rests on the fitted dose curve; in most records, active means well fitted inhibition curve with a large enough effect; inconclusive means small, poorly fitted or top-dose-only effect; inactive means no such curve, though single readings can be large or run the other way. Not all compounds are listed. The share of hits here may be higher or lower than overall.

[1] O=C(CN1CCOCC1)Nc1ccc2c(c1)OCO2
[2] CCCn1c(N)c(N(CCOC)C(=O)CSCC(=O)Nc2ccc(OC)cc2)c(=O)[nH]c1=O
[3] CCOc1ccc2nc(NC(=O)C3=NNC(=O)CC3)sc2c1
[4] O=C(NCCCN1CCCC(O)C1)c1cc(COc2ccc(F)cc2F)on1 (stereo not drawn)
[5] COc1ccc(N2CCN(S(=O)(=O)CCNC(=O)c3cccs3)CC2)cc1
[6] CCc1ccc(N(C(=O)c2ccoc2C)C(C(=O)NC2CCCC2)c2ccc(OC)cc2)cc1 (stereo not drawn)
[7] CN(C(=O)c1ccc(-c2nn(C)c(=O)c3ccccc23)cc1)C1CCCCC1
[8] NS(=O)(=O)c1ccc(CCNCc2ccccc2OCc2ccc(Cl)cc2)cc1
[9] COc1ccc(NS(=O)(=O)c2ccc(NC(=O)C(C)(C(F)(F)F)C(F)(F)F)cc2)nn1
[10] O=C(CN1CCN(S(=O)(=O)c2ccccc2)CC1)Nc1cccc(C(F)(F)F)c1

Screen / compound no.	1	2	3	4	5	6	7	8	9	10
USP1-UAF1 inh	-20%	-13%	-23%	3%	-9%	10%	-14%	-16%	-9%	-21%
D2 antagonist	-5	5	7	-2	13	-5	7	.	-7	-15
TrxR1 substrate	3%	-2%	6%[57.1 µM]	1%	-7%	0%	-5%[57.1 µM]	-4%	-10%	-10%
TrxR1 inh	-11%	-4%	14%[57.1 µM]	1%	-9%	20%	-9%[57.1 µM]	5%	-16%	-2%
D2 agonist	1.1	1.1	1.9	0.6	-0.3	-0.4	-0.9	.	0.7	-0.4
mIDH1 inhibitor	-6%	4%	1%	-2%	1%	3%	-7%	-4%	11%	6%
Pin1 inh	-2%	-1%	1%	5%	3%	?	-2%	-4%	4%	31%[activator]
TRHR PAM	3	-6	-8	5	9	-9	-4	-6	-1	4
TRHR agonist	-0.7	0.4	-0.7	0.3	0.0	1.1	0.6	1.6	0.4	0.1

[11] COc1cccc(/C=C/C(=C2/C(=O)N(c3ccccc3)N=C2C)c2ccccc2)c1OC
[12] CC(C)C(C(=O)O)N1C(=O)/C(=C/c2cccn2C)SC1=S (stereo not drawn)
[13] COC(=O)c1cc2sccc2n1Cc1c(C)cc(C)cc1C
[14] CCOc1cc(C(=O)Nc2cccc3ncccc23)cc(OCC)c1OCC
[15] CC1CCCCN1C(=O)CCn1c(=O)oc2ccccc21 (stereo not drawn)
[16] Cc1nn(C(=O)c2cccnc2)c(C)c1Sc1ccc(Br)cc1
[17] Cc1ccc(CNS(=O)(=O)c2cn(C)cn2)cc1
[18] CCn1ncc(C2=NOC(C(=O)N3CCN(c4ccccc4)CC3)C2)c1C (stereo not drawn)
[19] Cc1ccc(C(C(=O)NCCc2ccccc2)N(C(=O)c2csnn2)C2CC2)o1 (stereo not drawn)
[20] Cc1cc(C)c2[nH]c(=O)c(C(c3nnnn3C3CCCC3)N3CCOCC3)cc2c1 (stereo not drawn)

Screen / compound no.	11	12	13	14	15	16	17	18	19	20
USP1-UAF1 inh	-17%	?	-18%	-11%	-16%	-17%	-4%	4%	-3%	.
D2 antagonist	-5	.	.	5	4	.	-1	9	-2	-1
TrxR1 substrate	-5%	-24%	10%	1%	2%	-2%[57.1 µM]	6%[57.1 µM]	1%	-14%	.
TrxR1 inh	-12%	9%[57.1 µM]	23%	4%	15%	18%	5%[57.1 µM]	23%	-35%	.
D2 agonist	-1.8	.	-0.3	-1.1	0.2	.	0.4	-0.2	0.4	0.3
mIDH1 inhibitor	5%	5%	4%	7%	2%	20%	4%	0%	0%	.
Pin1 inh	-8%	?	7%	-1%	-6%	0%	3%	1%	4%	.
TRHR PAM	3	-5	4	-1	3	-7	0	-4	2	13
TRHR agonist	-1.4	0.6	-0.3	-1.5	0.5	-0.3	0.2	-0.5	0.2	-0.7

Full records, quoted from the list. Screens in order: USP1-UAF1 inh | D2 antagonist | TrxR1 substrate | TrxR1 inh | D2 agonist | mIDH1 inhibitor | Pin1 inh | TRHR PAM | TRHR agonist
CCOc1cc(C(=O)Nc2cccc3ncccc23)cc(OCC)c1OCC is listed with -11% | 5 | 1% | 4% | -1.1 | 7% | -1% | -1 | -1.5
Cc1ccc(CNS(=O)(=O)c2cn(C)cn2)cc1 is listed with -4% | -1 | 6%[57.1 µM] | 5%[57.1 µM] | 0.4 | 4% | 3% | 0 | 0.2
CCn1ncc(C2=NOC(C(=O)N3CCN(c4ccccc4)CC3)C2)c1C (stereo not drawn) is listed with 4% | 9 | 1% | 23% | -0.2 | 0% | 1% | -4 | -0.5
COC(=O)c1cc2sccc2n1Cc1c(C)cc(C)cc1C is listed with -18% | . | 10% | 23% | -0.3 | 4% | 7% | 4 | -0.3

Additional records
[21] O=C(CNC(=O)Cc1ccccc1)NCC(=O)OCc1ccc(C(=O)c2ccccc2)cc1
[22] CC(=O)Nc1cccc(NC(=O)c2cc(Cl)ccc2Cl)c1
[23] CC(=O)Nc1ccc(-c2cn3cc(C)ccc3n2)cc1
[24] COc1cccc(CC(NC(C)=O)C(=O)NC2CCN(c3nnnn3-c3ccccc3)CC2)c1 (stereo not drawn)
[25] COC(=O)c1[nH]c2ccccc2c1Sc1ccccc1
[26] CC(=O)c1c(C)[nH]c(C(=O)CSc2nnc(-c3cccs3)n2Cc2ccccc2)c1C
[27] Cc1ccc(NC(=O)Cn2cnc3c(cnn3C(C)(C)C)c2=O)cc1
[28] CCN(Cc1cccc(OC)c1)CC1CCCN(CCc2cccc(OC)c2)C1 (stereo not drawn)
[29] Cc1cc(C(=O)CCl)c(C)n1CCc1ccc(Cl)cc1
[30] O=C(CN(CC1CCCO1)C(=O)CNS(=O)(=O)c1ccc(Cl)cc1)NCCc1ccccc1 (stereo not drawn)

Screen / compound no.	21	22	23	24	25	26	27	28	29	30
USP1-UAF1 inh	2%	-12%	2%	-15%	-24%	-11%	4%	-18%	-14%	-4%
D2 antagonist	-12	-1	-4	-9	-3	-25	23	3	14	10
TrxR1 substrate	-2%	1%[57.1 µM]	172%[activator]	10%	1%	0%	-10%	0%	-3%	-7%
TrxR1 inh	10%	1%[57.1 µM]	-2%	12%	17%	17%	-8%	13%	7.9µM*	-4%
D2 agonist	-0.9	-0.2	-0.2	0.9	-1.8	-0.3	0.0	1.8	4.1	-0.6
mIDH1 inhibitor	5%	-5%	12%	-1%	-8%	-1%	5%	0%	?	-1%
Pin1 inh	90%[activator]	0%	-5%	-4%	-3%	21%	5%	1%	4%	1%
TRHR PAM	-5	-16	-2	-5	7	15	0	3	6	-3
TRHR agonist	-0.6	-0.9	0.3	-0.1	-0.6	0.0	0.2	0.6	-0.5	-1.1

[31] Cn1c(SCC(=O)NC2CCS(=O)(=O)C2)nc2ccccc21 (stereo not drawn)
[32] O=C(Cn1c2c(c(-c3ccccc3Cl)cc1=O)CCC2)NCCCN1CCOCC1
[33] CCC(CC)NC(=O)COC(=O)c1ccc(OCC(=O)Nc2ccccc2OC)c(OC)c1
[34] CCNC(=S)NCc1ccc(OC)c(OC)c1
[35] CCC(c1nnnn1C1CCCC1)N1CCN(Cc2ccccc2)CC1 (stereo not drawn)
[36] CC1CCC(CN2CCN=C2N(C)C)CC1 (stereo not drawn)
[37] O=C(c1cccc2ccccc12)N1CCC(N2CCN(c3ccccc3)CC2)CC1
[38] Cc1c(C(=O)OCC(=O)NC(=O)NC2CCCCC2)cccc1[N+](=O)[O-]
[39] COc1ccc2c(COC(=O)c3cccc(S(=O)(=O)NCC(C)C)c3)cc(=O)oc2c1
[40] Clc1ccc2oc(SCc3cccnc3)nc2c1

Screen / compound no.	31	32	33	34	35	36	37	38	39	40
USP1-UAF1 inh	0%	-21%	5%	-9%	8%	22%	-6%	-21%	-14%	-8%
D2 antagonist	.	-16	21	.	-9	11	75*	.	-20	15
TrxR1 substrate	-1%	21%	-10%	11%[57.1 µM]	-10%	8%[57.1 µM]	-1%	-4%	44%[activator]	-6%
TrxR1 inh	-1%	6%	-7%	9%[57.1 µM]	-8%	11%[57.1 µM]	-11%	3%	10%	-7%
D2 agonist	.	-0.3	-0.6	.	0.3	0.2	77*	.	-1.8	-0.5
mIDH1 inhibitor	-4%	0%	8%	6%	0%	6%	11%	0%	1%	7%
Pin1 inh	7%	-2%	7%	0%	3%	-1%	-15%	-6%	20%	2%
TRHR PAM	.	-5	-3	1	6	4	-3	.	-12	-8
TRHR agonist	.	0.1	0.2	0.4	0.2	0.6	-0.7	.	0.0	-0.2
